Screening data deposited in PubChem BioAssay by several laboratories.
FAK blocker – FAK (human) kinase inhibition | 97,000 compounds, 0.84% hits | inhibition, %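 (tested at 7 µM)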 | biochemical FAK kinase activity assay | Q05397; in the data active = inhibition above about 19%;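 note: 0% = DMSO and 100% = reference compound high control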
Pyk2 oligo antag – blocks oligomerization of human Pyk2 in cells | z-score (the deposit names both 25 µM and 10 µM) | AID 1347419 | 99,000 compounds, 0.83% hits | Q14289 | Q293 cells, Pyk2 FERM NanoBiT luminescence; hits give low values;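 active = Z-score of -3 or lower, scaled per plate to the spread of control and sample wells; inactive = z-score above -3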;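 note: negative z-score means lost luminescence so less FERM oligomerization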
EphB4 antag – blocks human EphB4 binding to ephrin-B2. P54760. EphB4 LBD / TNYL-RAW-Alexa532 peptide, fluorescence polarization. inhibition, % at 7 µM. 97,000 compounds, 0.15% hits;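 active = inhibition above the screen-wide mean inhibition plus 3 SD, cut at about 15% in these data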;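 note: 0% = DMSO wells and 100% = excess unlabeled TNYL-RAW peptide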
Target sequence (P54760 whole entry, looked up, the tested form may be a part): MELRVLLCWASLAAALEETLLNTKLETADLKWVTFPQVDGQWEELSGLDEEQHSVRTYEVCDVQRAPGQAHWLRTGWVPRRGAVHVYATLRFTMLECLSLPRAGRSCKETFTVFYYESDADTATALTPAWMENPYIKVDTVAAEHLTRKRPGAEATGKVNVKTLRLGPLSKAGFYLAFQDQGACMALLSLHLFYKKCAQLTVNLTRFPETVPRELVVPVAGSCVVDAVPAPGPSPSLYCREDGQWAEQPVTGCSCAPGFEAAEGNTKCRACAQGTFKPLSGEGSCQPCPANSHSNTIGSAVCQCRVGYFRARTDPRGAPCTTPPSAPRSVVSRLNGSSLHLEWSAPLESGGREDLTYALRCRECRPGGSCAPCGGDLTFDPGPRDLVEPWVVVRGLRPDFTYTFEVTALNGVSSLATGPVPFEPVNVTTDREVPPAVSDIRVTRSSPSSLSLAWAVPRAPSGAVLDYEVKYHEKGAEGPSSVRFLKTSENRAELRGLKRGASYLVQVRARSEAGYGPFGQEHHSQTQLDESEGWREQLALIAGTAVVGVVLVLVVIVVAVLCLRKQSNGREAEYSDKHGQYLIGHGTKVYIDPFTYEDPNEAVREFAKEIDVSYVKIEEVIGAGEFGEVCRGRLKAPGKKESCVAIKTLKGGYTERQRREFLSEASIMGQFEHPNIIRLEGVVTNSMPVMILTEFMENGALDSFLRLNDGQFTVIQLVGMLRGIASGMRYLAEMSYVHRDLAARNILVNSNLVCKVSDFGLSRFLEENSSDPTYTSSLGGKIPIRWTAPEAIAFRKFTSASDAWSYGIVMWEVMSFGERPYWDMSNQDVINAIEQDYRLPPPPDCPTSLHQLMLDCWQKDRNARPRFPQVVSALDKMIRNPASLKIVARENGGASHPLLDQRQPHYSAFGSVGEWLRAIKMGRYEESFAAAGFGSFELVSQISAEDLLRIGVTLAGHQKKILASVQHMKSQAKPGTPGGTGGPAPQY
Rev-RRE block – disrupts HIV-1 Rev binding to RRE RNA; Rev peptide-RRE RNA binding, FRET; inhibition, % at 8 µM; 97,000 compounds, 0.79% hits; AID 704;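 active = inhibition above the screen-wide mean plus 3 SD, cut at about 35% in these data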;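 note: 0% = median DMSO wells and 100% = median Neomycin B control wells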
Target sequence (P05866 whole entry, looked up): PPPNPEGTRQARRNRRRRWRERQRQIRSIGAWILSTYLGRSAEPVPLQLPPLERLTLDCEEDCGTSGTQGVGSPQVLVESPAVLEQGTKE
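Assay system: Rev peptide and RRE RNA, both fluorescently labelled; times: 5 min preincubation and 15 min binding, 25 °C; detection: FRET, ex 480 nm, em 540 and 671 nm; read-out basis: % inhibition from 671/540 nm acceptor-to-donor ratio, scaled between controls; benchmarks: DMSO low control, neomycin B high control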
LYP act – LYP (human) phosphatase activation; Q9Y2R2; recombinant LYP, DiFMUP fluorescence; 0 = plate median, 100 = signal doubled; activation, % at 2 µM; 96,000 compounds, 0.11% hits; AID 697;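 active = activation at 2 µM above a set limit, the mean plus 5 SD, cut at about 37% in these data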
LYP inh 2 – LYP (human) phosphatase inhibition; Q9Y2R2; recombinant LYP catalytic domain, DiFMUP fluorescence; inhibition, % at 2 µM; 96,000 compounds, 0.21% hits; AID 640;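 active = inhibition at 2 µM at or above a set limit, the screen mean plus 3 SD, cut at about 24% in these data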;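 note: 0% = DMSO with enzyme and 100% = enzyme fully blocked by orthovanadate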
PLK1 inh – inhibitors of human PLK1 kinase. recombinant PLK1 kinase, TR-FRET peptide phosphorylation. P53350. inhibition, % at 10 µM. AID 619. 97,000 compounds, 0.53% hits;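 active = inhibition of 50% or more in the single-concentration screen; inactive = inhibition below 50%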;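 note: 0% = DMSO max control and 100% = H-89 dihydrochloride min control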
F-actin modifier – modifiers of cytoskeleton assembly. HUVEC TNFa F-actin phalloidin imaging, high content. inhibition, % at 2 µM. 91,000 compounds, 0.18% hits;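 active = inhibition above the batch mean plus 3 SD and confirmed as a hit by visual image inspection, cut at about 30% in these data, passing the limit was not always enough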; note: strong numbers were not always called active
Plk1 PBD FP – blocks phosphopeptide binding to human Plk1 polo box domain. P53350. Plk1 PBD phosphopeptide binding, fluorescence polarization. inhibition, %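 (tested at about 20 µM)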. 97,000 compounds, 0.13% hits. AID 693; in the data active = inhibition above about 34%, passing the limit was not always enough
Active calls of the source: *; . = not tested or not shown; [ ] = dose if it differs, or a comment. This is a random part of the collection; about 3.5% have a hit in one of these screens.

SMILES,FAK blocker,Pyk2 oligo antag,EphB4 antag,Rev-RRE block,LYP act,LYP inh 2,PLK1 inh,F-actin modifier,Plk1 PBD FP
CCOC(=O)c1nc(Nc2ccc(C(=O)O)cc2)c2ccccc2n1,2,0.08,4,3,1,-4,-8,-8,10
Cc1ccc(NC(=O)c2ccc(OC(=O)CCN3C(=O)c4ccccc4C3=O)cc2)cc1,20*,0.13,6,7,-1,4,-8,-9,12
COc1cc(CN2CCN(c3cccc(Cl)c3)CC2)cc(OC)c1OC,1,-0.44,8,11,-1,4,0,22,-6
CC(C)(C)NC(=O)NC(=O)COC(=O)CNC(=O)c1cccc(F)c1,3,-0.42,4,4,-2,0,0,-21,-16
Cc1cc(NS(=O)(=O)c2ccc(NC(=O)COc3ccccc3Cl)cc2)no1,3,-0.96,-1,8,10,-10,-8,-6,-23
CC(=O)c1cc(NC(=O)c2ccc(C)cc2)c(=O)oc1/C=C/N(C)C,-4,-0.97,0,122*[fluorescence artefact?],-6,9,-14,28,-106
CCCCn1c(SCC(=O)NCc2ccco2)nc2cc(S(N)(=O)=O)ccc21,1,0.01,-6,3,3,1,-13,1,3
N#Cc1c(SCC(=O)O)nc(-c2ccccc2)c2c1CCCC2,-8,-0.96,-3,2,-4,6,-14,.,10
Cc1ccc(C2(C(F)(F)F)N=C3Sc4cc(C)cc(C)c4N3C(=O)N2)cc1 (stereo not given),-1,-0.65,2,1,5,-2,-1,16,5
CSc1nc2ccccc2n1CC(=O)Nc1cc(C(F)(F)F)ccc1N1CCOCC1,0,-2.4,-9,14,8,-9,-2,3,-35
Cc1cccc(N=C2NC(=O)/C(=C3/C(=O)N(C)c4ccccc43)S2)c1C,-5,-2.8,-3,-1,7,-11,-7,22,-15
CCN(CC)C(=O)C(C)N(C#N)c1nc(NC(C)C)nc(NC(C)C)n1 (stereo not given),0,-0.57,-5,2,-2,-2,-10,-3,-7
COc1cc(CNCC(C)C)c(Br)cc1OCC(=O)NCc1ccccc1,0,1.9,3,8,-12,12,-13,4,-16
Cc1ccc(S(=O)(=O)N2CCN(C)CC2)c(C)c1N(C)S(=O)(=O)c1ccc(Cl)cc1,-3,0.54,7,10,0,-3,-4,-8,-12
CC(=O)c1sc(NC(=O)c2ccc(C)cc2)nc1C,3,-0.76,0,7,-4,6,-1,6,-19
CC1=Nc2ccccc2NC(=O)C1Sc1nnc(C)s1 (stereo not given),2,0,1,-2,7,-13,17,-2,-24
Cc1cnc(NC(=O)CSc2nnc(-c3ccccc3)o2)s1,-8,0.75,3,1,1,-3,-4,15,-8
CN1CCN(C(=O)c2cnn(-c3ccccc3)c2NC(=O)c2ccccc2F)CC1,1,0.69,-8,5,1,-2,-12,-12,5
Cn1c(/C(C#N)=C(\O)c2ccc(S(=O)(=O)N3CCCCC3)cc2)nc2ccccc21,7,-0.95,2,6,-7,6,-19,-4,6
CC(=O)Nc1ccccc1C(=O)C(=O)Nc1ccc(F)cc1,-3,-0.15,10,3,2,2,-11,-1,23

Copied from the list:
Cc1cnc(NC(=O)CSc2nnc(-c3ccccc3)o2)s1 | Pyk2 oligo antag: 0.75
CCN(CC)C(=O)C(C)N(C#N)c1nc(NC(C)C)nc(NC(C)C)n1 (stereo not given) | FAK blocker: 0
Cc1ccc(C2(C(F)(F)F)N=C3Sc4cc(C)cc(C)c4N3C(=O)N2)cc1 (stereo not given) | Pyk2 oligo antag: -0.65

Next section.
SMILES,FAK blocker,Pyk2 oligo antag,EphB4 antag,Rev-RRE block,LYP act,LYP inh 2,PLK1 inh,F-actin modifier,Plk1 PBD FP
Cn1c(-c2cccc(Br)c2)cnc1NCc1cccnc1,1,2.1,7,2,-4,1,10,2,-8
CS(=O)(=O)N1CCc2cc(-c3csc(NCC4CCCO4)n3)ccc21 (stereo not given),5,-0.08,4,0,1,0,-10,.,-24
CCOc1ccc(C2N(c3cc(C)on3)C(=O)C3CCCN32)cc1OC (stereo not given),0,-0.01,-3,4,2,-4,2,6,-14
CCP(=O)(CC)c1cccc(N)c1,-2,-0.08,-2,9,-7,5,-3,14,7
Cc1coc(C)c1C(=O)CC1(O)C(=O)Nc2cc(Cl)cc(Cl)c21 (stereo not given),1,-0.83,2,2,-7,4,-6,-6,-5
O=C1c2ccccc2OCOc2ccccc21,3,-0.61,-1,4,11,-13,9,-22,9
Cc1ccc(C(=O)OCc2cc3ccccc3[nH]c2=O)cc1,-8,1.4,6,7,-10,6,-4,38,12
O=C1OCC(c2ccccc2)=C1c1ccc(S(=O)(=O)N2CCOCC2)s1,11,-2,4,4,7,-9,-4,2,4
O=C(c1ccc(F)cc1)N1CCN(c2cc(=O)[nH]nc2-c2ccccc2)CC1,-4,-0.91,-1,9,4,-2,125*,28,-11
Nc1ccc(C#Cc2ccccc2)cc1,-2,0.06,-9,3,2,0,-8,-22,10
O=C(/C=C/c1ccc(Cl)cc1Cl)c1cccnc1,2,-1.9,-4,4,2,1,-10,-36,7
CCn1c(Cn2nnc(-c3ccccc3)n2)nnc1SCC(=O)Nc1cccc(C(C)=O)c1,2,-0.39,0,8,4,-3,-1,3,30
O=C(Nc1ccc2c(c1)CCC2)c1cnccn1,3,-0.5,12,5,6,-9,0,3,8
CCCc1cc(C(=O)OC)c(NC(=O)OCC)s1,-1,-0.3,4,9,-10,6,16,11,3
CCn1c(C(=O)Nc2ccsc2C(=O)OC)cc2sc(Cl)cc21,1,.,2,16,5,-6,-13,-2,-5
N#Cc1ccccc1Sc1ccccc1C(=O)OCc1nnc(-c2ccccc2)o1,-8,-3.7*,-1,8,1,-2,-2,-62,-14
CCCn1cnc2c(sc3nc4c(cc32)CSC(C)(C)C4)c1=O,1,-0.61,3,12,1,-3,-2,-13,4
O=C(O)CN1C(=O)CC(Cc2ccccc2)C1=O (stereo not given),0,2,3,1,-2,0,-9,16,-12
NC(=O)CSc1nnc(CNc2cccc(Cl)c2)n1CCc1ccccc1,-1,0.53,0,8,-4,2,3,20,5
CC(C)C(NC(=O)C1CCCCC1)C(=O)Nc1ccccn1 (stereo not given),7,-0.02,4,6,-7,4,-9,-13,-14

(further entries)
SMILES,FAK blocker,Pyk2 oligo antag,EphB4 antag,Rev-RRE block,LYP act,LYP inh 2,PLK1 inh,F-actin modifier,Plk1 PBD FP
C/C(=N\Nc1ccc(Cl)cc1)c1ccccn1,-1,-0.38,-1,1,-2,2,-10,8,-18
CCC(Sc1n[nH]c(=O)[nH]c1=O)C(=O)OCc1ccccc1 (stereo not given),-2,0.69,1,14,-7,9,-2,11,-21
Cc1cc(CSc2ccccc2)ccc1NC(=O)c1cccc([N+](=O)[O-])c1,-4,1.8,-3,7,0,6,-11,-20,-5
CCOC(=O)/C(C#N)=C/c1ccc(OCC(=O)Nc2ccc(OC)cc2)c(OC)c1,-7,0.95,-2,-2,.,.,-7,.,-27
COC(=O)c1nc2nc(C)cc(=O)n2[nH]1,-8,1.4,-4,2,10,-6,3,10,13
Cn1nc(C(=O)NC2CCCCCC2)ccc1=O,4,-0.17,-1,5,-7,10,-16,-14,11
NC(N)=N/N=C/c1ccc(OCc2ccccc2)cc1,-2,0.86,3,-4,-1,5,-6,14,9
CC(=O)c1ccc(N2CCC(c3cc(-c4ccc(Cl)cc4Cl)n[nH]3)CC2)c([N+](=O)[O-])c1,1,-3,1,10,14,-12,-6,.,-23
COc1ccccc1NC(=O)c1ccc(Cl)c(S(=O)(=O)N2CCOCC2)c1,2,0.55,3,9,-1,-2,-4,-2,-25
Cc1ccccc1OCCCCn1cnc2ccccc21,1,-0.43,-9,20,5,-2,4,-10,-38
O=c1c(Cc2ccc(Cl)cc2)c(O)ccn1Cc1ccccc1,-2,-1.4,4,-2,14,-10,-15,-12,4
Cn1c(=O)c2c(ncn2CC(=O)NCc2cccnc2)n(C)c1=O,3,-0.59,0,5,-5,3,-9,16,-32
O=C(O)C1C2C=CC(C2)C1C(=O)NCCC1=CCCCC1 (stereo not given),-4,0.52,5,6,8,-7,-5,19,-16
Cn1c(=O)n(C)c2cc([N+](=O)[O-])c(N3CCN(S(=O)(=O)c4ccc(C(C)(C)C)cc4)CC3)cc21,3,-1.2,0,2,2,-5,-8,-9,-22
O=C(CSc1nnc(-c2ccccn2)n1Cc1ccccc1)NC1CCCC1,5,-0.04,16*,7,4,-6,4,34,4
O=C1/C(=C/c2cccnc2)Oc2cc(OS(=O)(=O)c3ccc(F)cc3)ccc21,1,-2.7,7,7,-4,6,5,.,1
O=C(CSc1n[nH]c(-c2ccco2)n1)Nc1sc2c(c1C(=O)Nc1ccccc1)CCCC2,0,-1.4,-2,8,-2,4,-10,11,-10
O=C(O)c1cc(/C=N\O)ccc1OCc1ccccc1,-2,0.43,5,5,3,-5,-6,-15,11
COc1ccc(N2C(=O)CCC2=O)cc1,-12,-0.93,-9,2,2,-4,-3,-24,27
COc1ccc(OC)c(NC(=S)NN2CCN(C)CC2)c1,2,0.35,-2,5,-6,10,-6,10,-13

(list continues)
SMILES,FAK blocker,Pyk2 oligo antag,EphB4 antag,Rev-RRE block,LYP act,LYP inh 2,PLK1 inh,F-actin modifier,Plk1 PBD FP
Cc1ccc(C(=O)/C=C/c2ccc(Br)cc2)o1,-4,0.05,-4,-3,-3,8,-9,-21,25
Brc1ccc(-c2ccc(/C=N/Nc3nncc(-c4ccccc4)n3)o2)cc1,1,-0.18,-4,7,-7,7,-12,-2,21
NC(=O)c1cc2ccccc2oc1=NCc1ccccc1,16,-1.1,-6,9,5,-2,3,-15,23
COc1ccccc1/C=C/C1(C(=O)NC2CCCC2)CC(=O)N1c1ccc(F)cc1 (stereo not given),0,-0.73,-1,9,-2,2,-8,4,1
C#CCSc1nnc(CSc2nc3ccccc3s2)n1-c1ccccc1,2,-0.63,1,6,8,-6,-2,-8,-2
CCN=C1Sc2nc3ccc(OCC)cc3cc2CN1CCOC,0,0.6,2,-6,4,-5,-9,9,-11
FC(F)(F)c1nc2ccccc2nc1N/N=C\c1ccccc1,-2,0.21,-2,6,-4,9,-10,-7,21
COc1ccc(CCNC(=O)C2CCN(S(=O)(=O)c3c(C)noc3C)CC2)cc1OC,0,-0.18,3,0,-8,9,2,0,-20
CCCC(=O)Nc1c(-c2cccs2)c(=O)c2ccccc2n1C,2,0.52,6,5,7,-3,-10,-20,18
Clc1ccc(Cn2ncc3c(N4CCCCC4)ncnc32)cc1,2,-2,-7,14,-3,-1,-12,0,-3
Cc1ccc(N2C(=O)CS/C2=C(\C(Cl)=C(Cl)Cl)[N+](=O)[O-])cc1,0,0.34,-1,12,-14,14,1,.,-15
CCC(=O)NCCCOc1ccccc1,5,-0.12,5,9,4,-7,-6,-16,-5
C=CCOCC(O)CS(=O)(=O)Cc1ccc(Cl)cc1 (stereo not given),-1,0.32,-4,8,2,-2,-2,-15,-9
Cc1ccc(NC(=O)C/C(N)=N/O)cc1C,-1,-0.34,-3,2,3,-1,-14,7,4
COc1ccc(C(=O)c2ccccc2)c2c(O)ccc(C(=O)c3ccccc3)c12,2,-2.6,-5,-3,4,-2,-9,-9,-12
Cn1c(=O)c2c(-c3ccccc3)n(-c3ccccc3O)cc2n(C)c1=O,-3,0.25,-3,-5,0,-1,-1,-45,4
O=C(CCCn1c(=S)[nH]c2cc3c(cc2c1=O)OCO3)N1CCN(c2ncccn2)CC1,2,-1.2,1,2,3,1,-18,0,-14
CCC(=O)c1cc2c(C)cc(=O)oc2c(C)c1OC,4,1.6,1,2,-13,10,-3,-2,-3
Cc1cccc(-c2nc(=S)c3c(o2)CCCC3)c1,1,-0.26,4,5,-3,5,-13,4,-17
